Screening results (PubChem BioAssay)
GASC-1 inh – inhibitors of human GASC-1 (JMJD2C) demethylase | Q9H3R0 | GST-JMJD2C(1-420) H3K9me3 demethylation, DELFIA europium | inhibition, % at 2.35 µM | actives 0.069% (n = 330,000) | AID 2099;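 active means more than half of a compound's replicate wells show inhibition beyond 50%, single wells judged on their own value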;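 further: signal counts dimethyl H3K9 product captured on neutravidin plate; 0% = median of DMSO wells and 100% = 0.3 times that DMSO median; strong numbers were not always called active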
Target sequence (Q9H3R0 1-420 limits assumed): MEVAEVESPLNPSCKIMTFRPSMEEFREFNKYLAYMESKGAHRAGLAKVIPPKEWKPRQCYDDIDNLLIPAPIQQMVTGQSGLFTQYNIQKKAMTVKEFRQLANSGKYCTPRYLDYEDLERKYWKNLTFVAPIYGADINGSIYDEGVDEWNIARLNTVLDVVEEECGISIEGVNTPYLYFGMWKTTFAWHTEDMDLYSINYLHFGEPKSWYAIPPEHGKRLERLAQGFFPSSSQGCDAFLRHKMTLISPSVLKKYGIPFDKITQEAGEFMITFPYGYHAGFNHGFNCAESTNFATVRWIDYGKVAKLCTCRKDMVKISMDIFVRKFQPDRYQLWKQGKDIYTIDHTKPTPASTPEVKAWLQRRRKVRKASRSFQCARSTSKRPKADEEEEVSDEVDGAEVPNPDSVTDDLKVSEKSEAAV
AHR act – activators of human aryl hydrocarbon receptor; actives 2.5% (n = 320,000); AHR-responsive luciferase reporter cells, luminescence; activation, % at 5 µM; P35869; in the data active means activation above about 47%;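 further: 0% = vehicle wells and 100% = reference agonist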
MEP2 TOR yeast – modulators of TOR pathway MEP2-GFP in S. cerevisiae; S. cerevisiae MEP2-GFP strain, flow cytometry GFP, 3 h; 100% = DMSO control level; actives 0.51% (n = 330,000); GFP response vs DMSO, % at 10 µM;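 active means GFP response versus DMSO above a set limit, roughly screen mean plus 3 SD, cut at about 180% in these data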;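 further: median GFP fluorescence of the barcode-gated MEP2-GFP cells per well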
proCasp3 act – activators of human procaspase-3; P42574; recombinant procaspase-3 D3A, Ac-DEVD-pNA absorbance 405 nm; activation, % at 8.5 µM; actives 0.11% (n = 330,000);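 active means activation above the mean of all tested compounds plus 3 SD, cut at about 21% in these data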;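 further: 0% = DMSO alone and 100% = DMSO wells spiked with extra 5 µM PC-3 D3A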
Target sequence (P42574 whole entry D9A/D28A/D175A): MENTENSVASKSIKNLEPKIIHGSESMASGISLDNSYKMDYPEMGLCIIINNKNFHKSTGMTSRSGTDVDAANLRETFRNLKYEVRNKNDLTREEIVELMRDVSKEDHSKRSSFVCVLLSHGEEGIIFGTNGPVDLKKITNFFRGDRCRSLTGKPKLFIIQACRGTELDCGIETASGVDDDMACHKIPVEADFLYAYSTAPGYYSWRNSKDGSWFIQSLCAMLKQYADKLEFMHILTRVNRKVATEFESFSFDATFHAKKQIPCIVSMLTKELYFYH
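Assay system: Autoprocessing-dead procaspase-3 D3A mutant enzyme; also added: Ac-DEVD-pNA; doses: one concentration, 8.5 µM nominal, 0.8% DMSO; times: 1 h compound preincubation, 2 h substrate hydrolysis at 25 °C; technique: 405 nm absorbance of p-nitroaniline, reads at 0 and 120 min; measure: % activation between DMSO and enzyme-spiked controls; repeats: single replicate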
procasp7 counter – counter-screen: procaspase-7 (human) activation; AID 463210; activation, % at 8.5 µM; actives 0.093% (n = 330,000); recombinant procaspase-7, Ac-DEVD-pNA absorbance 405 nm; D23A/D198A/D206A triple mutant, cannot self-cleave; scale: DMSO 0, 5 µM enzyme 100;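 active means percent activation above the screen-wide mean plus 3 SD, cut at about 25% in these data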
Target sequence (P55210 whole entry D23A/D198A/D206A): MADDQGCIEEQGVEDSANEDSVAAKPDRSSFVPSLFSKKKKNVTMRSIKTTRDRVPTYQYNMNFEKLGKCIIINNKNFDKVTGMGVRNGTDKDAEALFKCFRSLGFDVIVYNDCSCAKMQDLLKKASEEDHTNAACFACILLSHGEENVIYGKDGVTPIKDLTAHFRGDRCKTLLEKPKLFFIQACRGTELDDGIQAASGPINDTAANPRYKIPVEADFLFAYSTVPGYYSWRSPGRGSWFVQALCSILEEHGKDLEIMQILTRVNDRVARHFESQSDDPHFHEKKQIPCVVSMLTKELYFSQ
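Test system: Procaspase-7 triple mutant (PC-7 D3A). Also added: Ac-DEVD-pNA substrate, 400 µM as added. Schedule: 1 h enzyme–compound preincubation and 2 h substrate reaction, both 25 °C. Signal: p-Nitroaniline absorbance at 405 nm, read at 0 and 120 min. Control set: low DMSO alone, high DMSO plus 5 µM PC-7.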
CR mimetic SO – lowers age-related superoxide in aged yeast cells; S. cerevisiae aged cells, superoxide DHE fluorescence; active compounds read low; superoxide response (% of plate mean), % at 10 µM; actives 0.18% (n = 330,000); AID 2690;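 active means superoxide response under a set limit, about three screen SD below normal, cut at about 65% in these data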;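 further: yeast aged for seven days with compound at 30 °C before DHE staining; 100% = average MFI of all compound-treated wells on the plate with controls excluded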
LAP4 TOR yeast – alters LAP4-GFP fluorescence in TOR pathway yeast screen; actives 0.34% (n = 320,000); GFP response vs DMSO, % at 10 µM; S. cerevisiae LAP4-GFP multiplex, flow cytometry GFP, 3 h; median GFP as percent of DMSO wells;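 active means GFP response vs DMSO above a set limit, about the screen mean plus 3 SD, cut at about 150% in these data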
RPL19A-GFP yeast – modulators of TOR pathway RPL19A-GFP in S. cerevisiae. S. cerevisiae RPL19A-GFP strain, flow cytometry, 3 h; active compounds read low. percent response vs DMSO, % at 10 µM. actives 0.3% (n = 330,000). AID 2025;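 active means percent response vs DMSO below 50%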;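 further: median channel GFP fluorescence of the barcoded RPL19A-GFP strain; ratio of sample median GFP to plate DMSO average so 100% = DMSO; lower means less RPL19A-GFP as with rapamycin TOR inhibition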
* hit, by the source's call; i = inactive; / = not tested or not shown; & = joins results of further samples; [ ] = remark or other dose.

SMILES | GASC-1 inh | AHR act | MEP2 TOR yeast | proCasp3 act | procasp7 counter | CR mimetic SO | LAP4 TOR yeast | RPL19A-GFP yeast
Cc1ccccc1-c1nc(CN2CCC(C(=O)NCc3cccnc3)CC2)c(C)o1 | / | 1 | 108 | 2 | 7 | 103 | 102 | 98
CN(c1ccccc1)S(=O)(=O)c1cc(C(=O)c2nccn2C)ccc1Cl | -7 | -2 | 95 | 8 | 0 | 86 | 109 | 94
CS(=O)(=O)N1CCCC(C(=O)NCCc2ccccc2)C1 (stereo not given) | 5 | 1 | 99 | 4 | -7 | 110 | 100 | 97
COc1ccc(C(=O)NC(CC(C)C)C(=O)O)cc1OC (stereo not given) | 2 | 0 | 97 | 9 | -1 | 92 | 89 | 100
O=C1c2cccnc2C(=O)N1c1cccc([N+](=O)[O-])c1 | -4 | 0 | 111 | -8 | -2 | 110 | 95 | 105
O=C(O)CCCC(=O)Nc1ccc(Oc2cccc(C(F)(F)F)c2)nc1 | 3 | 2 | 102 | -5 | 4 | 107 | 102 | 100
CCN1C(=O)CSc2ccc(C(=O)NCc3ccco3)cc21 | -5 | 24 | 103 | 5 | -14 | 84 | 99 | 97
S=C(Nc1ccc(Cl)cc1)Nc1cccc2cnccc12 | -4 | 41 | 106 | -17 | -10 | 91 | 109 | 98
COc1ccc(CNC(=O)C2CCN(S(=O)(=O)c3ccc(Br)s3)CC2)cc1 | -4 | 3 | 101 | -7 | -9 | 98 | 90 | 90
CCOC(=O)c1sc(NC(=O)c2ccc3ncsc3c2)nc1C | -4 | -15 | 117 | 8 | 5 | 107 | 112 | 107
CCCS(=O)(=O)NCc1ccc2c(c1)cc(C)n2C | -16 | 1 | 100 | 11 | 1 | 75 | 100 | 96
O=C(Nc1nnc(SCC(=O)N2CCCc3ccccc32)s1)c1cccc2ccccc12 | -1 | 5 | 94 | -2 | -1 | 108 | 77 | 93
CC1=NN(c2ccccc2)C(=O)/C1=C/c1ccc[nH]1 | -4 | 85* | 99 | 10 | -4 | 104 | 102 | 102
COc1cccc(/C=N/NC(=O)c2ccccc2N(Cc2ccccc2)S(=O)(=O)c2ccccc2)c1OC | -1 | 14 | 95 | -2 | -6 | 115 | 100 | 93
O=C(CN1C(=O)CSc2ccc(S(=O)(=O)N3CCOCC3)cc21)NCc1cccnc1 | 2 | -2 | 106 | 3 | 4 | 114 | 98 | 90
COc1ccc2nc(C)cc(C(=O)O)c2c1 | -1 | 4 | 109 | -1 | 0 | 94 | 101 | 102
Cc1ccc(C(=O)CC(=O)c2ccccc2C)c(O)c1 | -6 | 4 | 109 | -65 | -82 | 95 | 106 | 100
COc1ccc(C)cc1NS(=O)(=O)c1cc(C)ccc1C | 1 | 0 | 101 | 15 | 10 | 100 | 100 | 96
CCc1ccc(-c2cc(C(=O)N/N=C/c3ccco3)[nH]n2)cc1 | 3 | 42 | 106 | 6 | 6 | 103 | 96 | 97
COc1ccc(CC(=O)OCc2cc3ccccc3[nH]c2=O)cc1 | 2 | 1 | 100 | -2 | 4 | 108 | 100 | 96
CCCC(=O)Nc1cccc(NC(=O)c2ccccc2Br)c1 | 16 | 21 | 286*[may fluoresce violet] | -2 | -10 | 98 | 96[may fluoresce violet] | 34*[may fluoresce violet]
COc1cc2[nH]c(=O)n(Cc3ccc(C(=O)NC4CCCC4)cc3)c(=O)c2cc1OC | -7 | 4 | 92 | 13 | 10 | 115 | 91 | 93
COC(=O)Nc1ccc(S(=O)(=O)N2CCCC(C(=O)Nc3cccc4c3OCCO4)C2)cc1 (stereo not given) | 1&7 | 2 | 99 | 0 | 3 | 87 | 92 | 101
Cc1cc(C(=O)NC2=NCCS2)cs1 | / | 20 | 108 | -1 | -1 | 114 | 105 | 102
N/C(=N\OC(=O)Cc1ccccc1[N+](=O)[O-])c1ccc(Br)cc1 | 16 | -3 | 90 | -4 | 5 | 118 | 94 | 97
Cc1cc(C)n(-c2nc(SCC(=O)Nc3nccs3)c3c4c(sc3n2)COC(C)(C)C4)n1 | -1&1 | 3 | 99 | 3 | 5 | 80 | 97 | 98
COC(=O)C(CCSC)NC(=O)CNS(=O)(=O)c1ccc(F)cc1 (stereo not given) | 2 | 1 | 101 | 2 | -6 | 95 | 100 | 107
CCOC(=O)c1oc2ccccc2c1COC(=O)CNC(=O)c1ccc(C)cc1 | 2 | 3 | 103 | -1 | 5 | 102 | 104 | 100
O=C(C1CCN(C2CCN(Cc3ccc4cc(F)ccc4n3)CC2)CC1)N1CCCC1 | -10 | 14 | 99 | 1 | -4 | 98 | 104 | 95
O=C(CN1CCN(S(=O)(=O)c2ccccc2F)CC1)NCC1(N2CCOCC2)CCCCC1 | / | -1 | 100 | 2 | 2 | 91 | 99 | 97
NS(=O)(=O)c1ccc(CCNC(=O)CN2C(=O)NC(c3ccccc3)(c3ccccc3)C2=O)cc1 | -1 | 10 | 98 | 9 | 7 | 101 | 109 | 99
O=C(CCN1C(=O)c2ccccc2C1=O)Nc1sc2c(c1C(=O)NCC1CCCO1)CCC2 (stereo not given) | -9 | 5 | 105 | -1 | -2 | 99 | 90 | 99
CCOC(=O)c1c(C)[nH]c(C)c1S(=O)(=O)NCCc1cccs1 | -4 | 7 | 120 | 8 | -4 | 95 | 101 | 105
Cc1cc(NC(=O)CSc2nc(-c3cccs3)cc(C(F)(F)F)n2)no1 | 2&16 | 0 | 95 | 3 | 2 | i | 100 | 95
CC(CCN1C(N(C)C)=NC[C@@H]1C)c1ccccc1 (stereo not given in full) | 6 | 6 | 96 | 4 | -6 | 108 | 97 | 99
CCCOc1cccc(C(=O)Nc2cccc3ncccc23)c1 | 1 | 5 | 114 | 13 | 8 | 93 | 81 | 104
COc1ccc2c(c1)O/C(=C\c1ccccc1C)C2=O | -2 | 1 | 104 | -1 | 9 | 92 | 99 | 103
O=C(CSc1nnnn1-c1cccc2c1CCCC2)N1CCOCC1 | 15 | 1 | 103 | 0 | 4 | 100 | 102 | 100
C=CCNC(=O)CCCC(=O)NCC=C | 6 | -1 | 97 | 1 | 12 | 96 | 104 | 95
CCOc1ccc(-n2c(Cc3cc(=O)[nH]c(=O)[nH]3)nnc2SCC(=O)Nc2nnc(C)s2)cc1 | 9 | -3 | 101 | 4 | 7 | 93 | 88 | 105
CCOc1ccc(NC(=O)N(C2CCCCCC2)C2CCN(C(C)=O)CC2)cc1 | 2 | 3 | 115 | -3 | 2 | 106 | 109 | 108
COc1ccc(CNC(=O)C2CCN(S(=O)(=O)N3CCCC3)CC2)cc1 | -2 | 0 | 102 | 1 | 15 | 108 | 110 | 104
O=C(CSc1nc2ccccc2c(=O)n1CCCN1CCOCC1)Nc1ccc2c(c1)OCO2 | -1 | -1 | 107 | 1 | 13 | 78 | 88 | 105
COc1ccc(S(=O)(=O)N2CCN(Cc3ccc(Cl)cc3)CC2)cc1 | 0 | 1 | 92 | 6 | 7 | 86 | 101 | 97
Cc1cc(C)nc(SC2CC(=O)N(c3ccc(C)c(C)c3)C2=O)n1 (stereo not given) | 1 | -1 | 97 | -6 | -7 | 98 | 85 | 94
CCOC(=O)c1c(NC(=S)Nc2ccccc2C)sc2c1CCC2 | -6 | -4 | 104 | 2 | -19 | 110 | 86 | 100
O=C(Cc1cccc(NC(=O)C2CCCN(C(=O)C3CCCCC3)C2)c1)Nc1cccc(C(=O)N2CCCC2)c1 (stereo not given) | / | 0 | 91 | 5 | -3 | 91 | 100 | 92
CCOC(=O)[C@@H]1[C@H]2COc3ccccc3[C@H]2N2C(=O)N(c3ccccc3)C(=O)[C@]12C | -14 | 3 | 97 | -1 | 4 | 99 | 111 | 101
CCN1C(=O)[C@H]2[C@@H](c3ccc(C)cc3)N3C(=O)N(c4ccc(C)cc4)C(=O)[C@@]3(C)[C@H]2C1=O | 5 | -4 | 100 | 10 | 11 | 98 | 92 | 94
O=C(NCC(=O)N(Cc1cccs1)C(C(=O)NC1CCCCC1)c1ccco1)c1ccco1 (stereo not given) | 16 | 1 | 100 | -12 | 2 | 90 | 96 | 98
CCOC(=O)C1=C(C)Nc2ccccc2N/C1=N\S(=O)(=O)c1cc(C(=O)O)ccc1Cl | -5 | 13 | 97 | 8 | 0 | 91 | 88 | 93
CC(=O)CSc1ncnc2sc3c(c12)CCC3 | -12 | 2 | 101 | -2 | -11 | 95 | 119 | 99
COc1ccc(C(=O)NC(=S)NCc2cccnc2)cc1Cl | -4 | 20 | 99 | 0 | 0 | 90 | 92 | 95
CCOc1ccccc1-n1nnnc1SC(C)C(=O)OC (stereo not given) | 0 | 0 | 94 | -5 | -3 | 97 | 104 | 108
CCOc1ccccc1N=Cc1c(O)c2ccccc2oc1=O | -2 | 5 | 113 | 21 | 35* | 97 | 95 | 95
O=[N+]([O-])c1cccc(C(=S)N2CCN(c3ccc(F)cc3)CC2)c1 | -12 | 1 | 99 | -2 | -2 | 105 | 96 | 99

Part of the list above in order of formula weight, rising.
SMILES | GASC-1 inh | AHR act | MEP2 TOR yeast | proCasp3 act | procasp7 counter | CR mimetic SO | LAP4 TOR yeast | RPL19A-GFP yeast
CC(CCN1C(N(C)C)=NC[C@@H]1C)c1ccccc1 (stereo not given in full) | 6 | 6 | 96 | 4 | -6 | 108 | 97 | 99
O=C1c2cccnc2C(=O)N1c1cccc([N+](=O)[O-])c1 | -4 | 0 | 111 | -8 | -2 | 110 | 95 | 105
COc1ccc(C(=O)NC(CC(C)C)C(=O)O)cc1OC (stereo not given) | 2 | 0 | 97 | 9 | -1 | 92 | 89 | 100
CCCOc1cccc(C(=O)Nc2cccc3ncccc23)c1 | 1 | 5 | 114 | 13 | 8 | 93 | 81 | 104
Cc1cc(C)nc(SC2CC(=O)N(c3ccc(C)c(C)c3)C2=O)n1 (stereo not given) | 1 | -1 | 97 | -6 | -7 | 98 | 85 | 94
O=C(CSc1nnnn1-c1cccc2c1CCCC2)N1CCOCC1 | 15 | 1 | 103 | 0 | 4 | 100 | 102 | 100
N/C(=N\OC(=O)Cc1ccccc1[N+](=O)[O-])c1ccc(Br)cc1 | 16 | -3 | 90 | -4 | 5 | 118 | 94 | 97
CCOC(=O)c1oc2ccccc2c1COC(=O)CNC(=O)c1ccc(C)cc1 | 2 | 3 | 103 | -1 | 5 | 102 | 104 | 100
O=C(C1CCN(C2CCN(Cc3ccc4cc(F)ccc4n3)CC2)CC1)N1CCCC1 | -10 | 14 | 99 | 1 | -4 | 98 | 104 | 95
